ATXN viability: viability counter-screen for ATXN expression inhibitors; 400,000 tested, 0.49% active; Potency, µM (series often up to 56.7 µM), usual class: cytotoxic; S2 cells (HEK-293 line with an ATXN2-luciferase reporter) viability, CellTiter-Fluor protease fluorescence, 24 h; further: potency means the concentration at half of the fitted maximal effect; nearly all actives have a fitted effect of over 40% in size
Nrf2 inh: inhibitors of Nrf2 signaling; A549 ARE-Fluc reporter, luciferase luminescence, 18-24 h; Potency, µM (highest dose often 46 µM), inactives show at the top dose activity change, negative = inhibition, usual class: inhibitors; 360,000 tested, 2.1% active; further: potency means the concentration at half of the fitted maximal effect; on the % scale 0 is the no-effect control and ±100 the full control effect; nearly all actives have a fitted effect of over 60% in size
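Reporter: ARE-Fluc in A549. Exposure: 18-24 h, 37 °C, 5% CO2, 5% FBS OPTI-MEM. Readouts: fluorescent cytotoxicity (CellTiter-Fluor), then luminescent Nrf2 signal after BugLite.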
HepG2 viability: kills HepG2 cells in TGF-b inhibitor counter-screen. HepG2 CAGA-GFP viability, ATP luminescence, 18 h. AID 588856. Potency, µM (titrated, usually from 46.1 µM), for the others: top-dose activity change, negative = cytotoxicity, usual class: cytotoxic. 410,000 tested, 0.76% active; further: potency means the concentration at half of the fitted maximal effect; some results filed as inactive show a strong effect at the top dose
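CellTiter-Glo luminescence gave cytotoxicity after 18 hours at 37 degrees C. The cells were HepG2 CAGA-GFP in 1% FBS DMEM, stimulated with 500 pg/mL TGF-beta after compound addition. %Activity was normalised to no-cell wells (complete cell-killing) and DMSO (no toxicity), and curves were fitted and classified.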
CCT chaperon mod: cytosolic chaperonin activity modulation; 360,000 tested, 0.3% active; purified chaperonin ATPase assay, HTRF ADP detection, 30 min; activity change, % (test concentration not listed), hits read low; in the data active means activity change below about -30%; further: on the % scale 0 is the no-effect control and ±100 the full control effect
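Enzyme 40 or 20 nM (batch-dependent) in Tris pH 7.4/KCl/MgCl2/DTT; cpd 76 uM single point; ATP 10 uM; 30 min 37 °C; Transcreener ADP HTRF detection, 30 min RT; ratio 665/615.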
TGFb inhibitor: inhibitors of TGF-b signaling; HepG2 CAGA-GFP TGF-b/SMAD3 reporter, GFP fluorescence, 18 h; TGF-beta stimulated, 500 pg/mL final; Potency, µM (doses to about 46.1 µM), without a hit: at the top dose activity, negative = inhibition, usual class: inhibitors; AID 588855; 410,000 tested, 1.2% active; further: potency means the concentration at half of the fitted maximal effect; on the % scale 0 is the no-effect control and ±100 the full control effect; nearly all actives have a fitted effect of over 65% in size
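Using HEPG2 CAGA-GFP reporter cells at 1000 cells/well, we pinned test compounds, stimulated with recombinant TGF-beta (500 pg/mL final) and measured total well GFP after 18 h.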
Mm-Cpn inhibitor: blocks the Methanococcus maripaludis chaperonin Mm-Cpn | AID 504842 | 330,000 tested, 0.031% active | Potency, µM (doses to about 76.9 µM), for inactives: top-dose activity, negative = inhibition, usual class: inhibitors | purified Mm-Cpn ATPase, ADP Transcreener TR-FRET; further: potency means the concentration at half of the fitted maximal effect; on the % scale 0 is the no-effect control and ±100 the full control effect; nearly all actives have a fitted effect of over 80% in size
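Purified archaeal chaperonin (25 nM final) was preincubated with compound for 10 min at 37°C, then ATP (10 uM final) was added for 30 min at 37°C in Tris pH 7.4/KCl/MgCl2/DTT buffer. ADP was quantified by HTRF Transcreener TR-FRET.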
Akt phos inh: inhibitors of Akt phosphorylation. Neuro2A IGF-stimulated pAkt S473 HTRF, 20 min; hits give low values. activity change, % for hits at 50 µM. 360,000 tested, 0.32% active. AID 651550; in the data active means activity change below about -80%; inconclusive means mostly about -51% to -80%; further: on the % scale 0 is the no-effect control and ±100 the full control effect
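Neuro2A cells in DMEM with 0.5% FBS, overnight at 37 deg C, given compound at single 50 µM final, then IGF (6 nM final) for 20 min at 37 deg C. Lysed; phospho-Akt Ser473 by HTRF after 24 h, 665/615 ratio.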
Nrf2 activator: activates Nrf2 signaling; 410,000 tested, 0.31% active; AREc32 ARE-luciferase reporter (MCF7-derived line), luminescence, 24 h; Potency, µM (highest dose often 46.1 µM), without a hit: top-dose activation, actives largely listed as activators; further: potency means the concentration at half of the fitted maximal effect; % of control where 0% means no effect; nearly all actives have a fitted effect of over 65% in size
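Each well held 1000 AREc32 cells, which were incubated with compound for 24 hr at 37 deg C after overnight attachment, and ARE reporter activity was quantified by firefly luciferase luminescence.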
A549 viability: counter-screen for Nrf2 inhibitors: cytotoxicity in A549 cells; Potency, µM (top dose mostly 46 µM), without a hit: top-dose activity change, negative = cytotoxicity, most hits filed as inhibitors; A549 ARE-Fluc cells, CellTiter-Fluor viability, 18-24 h; AID 504648; 390,000 tested, 0.16% active; further: potency means the concentration at half of the fitted maximal effect; on the % scale 0 is the no-effect control and ±100 the full control effect
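A549 ARE_Fluc cells in 5% FBS OPTI-MEM were exposed to compounds in concentration-response for 18-24 h at 37 deg C. Viability was read by CellTiter-Fluor fluorescence (Ex 405/Em 525) after 30 min, before the luciferase read.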
* hit, by the source's call; i = inactive; ? = inconclusive; . = not tested or not shown; & = joins results of further samples; [ ] = remark or other dose. Unless noted, the call rests on the fitted dose curve; in most records, active means well fitted curve in the direction sought with a large enough effect; inconclusive means small, poorly fitted or top-dose-only effect, or another doubt; inactive means no such curve, though single readings can be large; an effect the other way counts as inactive or inconclusive.

molecule,CCT chaperon mod,TGFb inhibitor,ATXN viability,Nrf2 inh,A549 viability,HepG2 viability,Nrf2 activator,Akt phos inh,Mm-Cpn inhibitor
CCCNC(=O)c1cc2n(n1)CCCN(Cc1ccc(F)cc1)C2=O,.,-12.1%,i,-21.7%,1.4%,-8.2%,0.6%,.,.
COc1ccc(CCc2ccnc3ccccc23)cc1,1.7,0.0%,?,?,-3.3%,-16.3%,5.5%,i,.
NC(=O)C1(N2CCCCC2)CCN(C(=O)c2cc(COc3c(F)cccc3F)on2)CC1,2.8,-5.7%,.,.,.,-16.8%,3.1%,i,.
COc1ccccc1NC(=O)COc1ccc(Br)cc1CO,-20.8,-1.0%,i,-23.3%,-15.9%,-23.5%,18.5%,i,1.9%
CCCCCCN1C[C@@H](n2cc(C3CC3)nn2)[C@H](O)C[C@@H]1c1ccccc1,-1.8,-0.9%,?,.,.,-5.0%,0.0%,i,.
CC(Sc1nnc(-c2ccco2)n1C)C(=O)N1C(C)CCCC1C (stereo unspecified),1.2,12.5%,i,7.7%,-3.3%,6.0%,-0.2%,i,0.5%
O=C(Cn1c(C(F)(F)F)nc2ccccc21)OCC(=O)c1c[nH]c2ccccc12,-4.3,-24.9%,i,?,1.9%,-26.9%,-0.1%,i,-1.1%
O=C(NCc1ccccc1)c1ccc(Cl)cc1,-0.9,2.9%,i,0.3%,2.0%,-8.0%,-0.4%,i,-0.4%
COc1cc(-c2cc(OC)c3c(C)oc(C)c3c(=O)c2)ccc1OC(=O)c1ccccc1F,.,?,.,?,-12.1%,1.2%,15.4%,.,.
CCOC(=O)c1ccc(NC(=S)Nc2cccc(C)n2)cc1,-2.4,7.1%,i,?,-1.0%,-27.8%,4.4%,i,-0.4%
COc1cccc(N=C(N)N=C(N)N)c1,-0.3,24.1%,i,7.7%,10.6%,33.6%,-0.1%,i,-1.6%
O=C(CN1CCOCC1)Nc1ncc(Cc2cccc(Cl)c2Cl)s1,-1.8,?,i,?,-15.1%,-22.1%,0.4%,i,0.1%
c1ccc(-c2noc(CCC3CCCC3)n2)cc1,-0.2,2.7%,i,26.5%,0.9%,0.8%,0.1%,i,-0.5%
O=C(O)C1=C[C@@H](c2ccc(C(F)(F)F)cc2)C[C@@H](OCCCCO)O1,-6.7,1.1%,i,-7.3%,0.3%,-5.5%,0.3%,i,.
COc1cccc(NC(=S)N(CCCN2CCCC(C)C2)Cc2cccs2)c1 (stereo unspecified),0.5,-28.0%,i,1.6%,3.7%,-39.5%,-0.3%,i,-2.9%
O=C(NCc1cccnc1)c1cccc(S(=O)(=O)N2CCCCC2)c1,1.0,-1.1%,i,?,-3.4%[1.84 µM],3.1%,-0.1%,i,0.5%
CSc1ccc(/C=N/NC(=O)CN2CCN(Cc3ccccc3)CC2)cc1,0.8,-13.7%,i,6.1%,2.5%,-13.0%,2.5%,i,3.8%
CCNC(=O)N1c2ccc(OC)cc2C(C)=CC1(C)C,-0.7,13.7%,i,7.2%,.,-0.4%,14.1%,i,-7.0%
O=C(NC1CCCC1)C(c1ccco1)N(C(=O)c1csnn1)c1ccccc1 (stereo unspecified),-2.9,12.3%,i,-1.1%,0.7%,-8.5%,-0.3%,i,0.6%
CCOC(=O)C1CCN(C(=O)Cn2nc(CC)n3c(cc4sccc43)c2=O)CC1,.,?,.,18.0%,3.0%,3.6%,-1.5%,.,.
Cc1ccccc1-c1nc(CS(=O)(=O)CC(=O)NCCCN2C(C)CCCC2C)c(C)o1 (stereo unspecified),-0.4,5.3%,i,5.9%,4.2%,-7.7%,-0.3%,i,-1.0%
CN(C)c1ccc(C2Nc3ccccc3C(=O)N2CCCN2CCOCC2)cc1 (stereo unspecified),-0.8,9.2%,i,-3.6%,0.2%,-27.3%,1.0%,i,-4.6%
CC1CC1C(=O)N(C)CC(=O)Nc1ccccc1Br (stereo unspecified),-1.2,12.3%,i,-7.8%,0.6%,1.4%,-0.1%,i,-1.1%
O=C(/C=C/c1ccc(Cl)cc1)NC1CCS(=O)(=O)C1 (stereo unspecified),-2.2,-0.1%,i,2.0%,4.3%,6.7%,0.6%,i,-2.3%
COc1ccc(NC(=O)c2cc(-c3cc(C)cc(F)c3)n[nH]2)cc1OC,0.1,0.0%,?,.,.,-10.9%,4.3%,i,.

(further entries)
molecule,CCT chaperon mod,TGFb inhibitor,ATXN viability,Nrf2 inh,A549 viability,HepG2 viability,Nrf2 activator,Akt phos inh,Mm-Cpn inhibitor
Cc1ccccc1OCc1nc2ccccc2c(=O)n1NC(=O)c1ccco1,-3.0,1.8%,i,.,-11.6%,-12.5%,-0.8%,i,-1.0%
Cc1ccc(C(=O)CNc2ccc(Cl)cc2)cc1,0.7,-7.2%,i,2.1%,2.2%,-10.9%,5.9%,i,-0.8%
COc1ccccc1/C=C1\SC(=S)N(CCC(=O)NNC(=O)c2ccccc2OC)C1=O,-0.3,-10.5%,i,-12.5%,-2.6%,5.2%,1.6%,i,1.6%
CCOC(=O)CC1C(=O)NCCN1C(=O)c1c(Cl)cccc1Cl (stereo unspecified),1.4,0.0%,i,0.3%,-2.6%,-15.3%,2.7%,i,-0.1%
CCCCn1c(Cc2ccccc2)nnc1SCC(=O)N1CCOCC1,-3.2,-4.1%,i,4.9%,7.7%,-1.2%,0.3%,i,-2.9%
COc1ccc(S(=O)(=O)NCCc2sc(-c3cccnc3)nc2C)c(F)c1,.,-1.3%,i,.,-6.4%,-20.8%,0.6%,.,.
Cc1ccc(OCC(=O)NNC(=O)c2ccc(NC(=O)C3CC3)cc2)c(C)c1,1.1,-14.5%,i,-9.4%,1.2%,-12.5%,0.1%,i,?
Nc1c(NCCN2CCOCC2)c2ccccc2oc1=O,-0.5,-3.2%,i,-9.6%,-5.0%,9.3%,0.7%,i,0.1%
O=C(NN1C(=O)/C(=C\c2cccnc2)SC1=S)C(c1ccccc1)c1ccccc1,-4.3,-26.4%,i,-27.6%,3.9%,-12.3%,2.0%,i,0.2%
Cc1cc(C(=O)NNc2ccccc2F)no1,0.9,6.3%,i,0.3%,1.8%,-4.3%,-0.2%,i,1.3%
COc1cccc(C2=NO[C@@H]3C(=O)N(c4ccc5c(c4)OCCO5)C(=O)[C@H]23)c1OC,-2.4,-5.0%,i,2.7%,-20.2%,-22.0%,-0.6%,i,1.2%
CS(=O)(=O)Nc1cccc(C(=O)CC2(O)C(=O)Nc3ccccc32)c1 (stereo unspecified),-2.1,0.3%,i,2.5%,-4.2%,-0.1%,8.7%,i,0.9%
CCN1C(=O)/C(=C/C=C2/Sc3ccc4ccccc4c3N2CCO)SC1=S,1.3,14.1%,i,2.4%,-3.6%,3.1%,-0.8%,i,-1.0%
O=C1C(=Cc2ccccc2[N+](=O)[O-])Cc2ccccc21,1.6,12.6µM*,?,.,.,17.8µM*,?,i,.
Cc1ccc(Cn2ncc3c(NCCCN4CCOCC4)ncnc32)cc1,-0.4,3.8%,i,-21.1%,-4.1%,-8.7%,-0.9%,i,0.5%
COc1ccc(CNC(=O)CN(Cc2ccc(F)cc2)C(=O)c2csnn2)cc1,-7.3,-22.2%,i,-11.8%,0.5%,0.6%,-0.8%,i,-3.5%
COc1cccc(NC(=O)c2ccc(CN3CCc4ccccc4C3)cc2)c1,-3.2,?,i,14.6µM*,-0.2%,-51.8%,7.7%,i,0.1%
O=CN1CCN(S(=O)(=O)c2ccc(S(=O)(=O)NC3CCCCC3)cc2)CC1,-0.3,10.1%,i,2.8%,15.3%,-13.8%,-0.4%,i,-0.4%
Cc1nnc(NC(=O)CSCc2c(C)noc2C)s1,0.3,-1.0%,i,0.4%,0.6%,0.0%,-0.2%,i,0.8%
COC(=O)Cn1ccc2cc(S(=O)(=O)N3CCCCCC3)ccc21,-2.9,?,i,11.2%&12.7%,5.2%&-1.7%,-1.9%&-2.1%,-0.6%&2.0%,i,2.8%
C#CCOCCOCCOCCNc1nc(N2CCN(C(=O)Cn3cc(CCCN=C(N)N)nn3)CC2)nc(N2CCN(C(=O)[C@H](CCCCN)n3cc(CCCC)nn3)CC2)n1,-4.4,-0.3%,i,3.4%,-2.7%,0.8%,0.0%,i,0.2%
COc1ccc2c(c1)OC[C@H]1[C@H]2N2C(=O)c3cc(C)ccc3NC(=O)[C@@]2(C)[C@H]1c1ccccc1,0.1,10.0%,i,6.0%,0.3%,-23.1%,0.2%,i,-6.6%
COc1c(O)ccc(/C=N\NC(=O)c2ccc3c(c2)OCO3)c1[N+](=O)[O-],-1.5,0.2%,i,11.6µM*,-0.9%,-11.0%,-0.4%,i,-1.0%
CC(C)=CCC[C@](C)(O)C1CC[C@]2(C)C1C(O)CC1[C@@]3(C)CCC(O)C(C)(C)C3C(O[C@@H]3OC(CO)C(O)C(O)C3O[C@@H]3OC(C)C(O)C(O)C3O)C[C@]12C (stereo partly specified),-1.3,-3.3%,i,9.1%,1.9%,-1.6%,-0.4%,i,-0.7%
CCc1nc(NCc2ccco2)c2oc3ccccc3c2n1,-0.7,3.5%,i,0.2%,-3.1%,-20.6%,9.9%,i,2.1%
CCN1CCN(c2ccc(S(=O)(=O)N3CCCCC3)cc2NC(=O)c2cccc(F)c2)CC1,1.6,-12.4%,i,2.0%,6.3%,-5.7%,0.4%,i,0.8%
COc1c(O)c(O)c2oc(-c3ccccc3)cc(=O)c2c1OC,2.3,42.8%[activator],i,12.6%,-10.7%,57.0%,7.9%,i,.
Cc1ccc(NC(=O)c2ccc(OC(=O)COc3cccc(Cl)c3)cc2)cc1,0.3,3.5%,?,?,-1.2%,3.8%,-0.4%,i,0.8%

Bioassay records (PubChem)
